# EPAC1 ag: EPAC1 (human) agonism; O95398; EPAC1 agonist qHTS, biochemical assay; response scale: 100% = response to 6.5 mM cAMP; Potency, µM (titrated, usually from 154 µM), inactives show at the highest dose activation, actives largely listed as activators; hit rate 0.073% among 360,000; AID 720707; also: potency is read from the fitted curve at half-maximal effect; nearly all actives have a fitted effect of over 60% in size
#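 EPAC1 100 nM, Rap1B–BODIPY-GDP 250 nM, unlabeled GDP 50 uM; compound titration; 5 min RT; kinetic read ex480/em540 at 5-min intervals ×30 min; data normalized to 6.5 mM cAMP agonist control.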
# CCT modulator: cytosolic chaperonin activity modulation | purified chaperonin ATPase assay, HTRF ADP detection, 30 min | AID 651819 | hit rate 0.3% among 360,000 | activity change, % (no concentration beside the values), hits read low; in the data active = activity change below about -30%; also: % is scaled to controls: 0 for no effect and ±100 for the full control effect
#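 First, chaperonin was dispensed at 40 nM or 20 nM final depending on batch activity. Next, compounds were pinned at 76 uM and ATP added at 10 uM. After 30 min at 37 °C, ADP detection reagents ran 30 min at ambient temperature.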
# PLK1 PBD block: inhibitors of human PLK1 polo-box domain binding. P53350. Plk1 PBD binding of FITC phosphopeptide, fluorescence polarization. Potency, µM, inactives show max response, negative = inhibition, most hits filed as inhibitors. hit rate 2.8% among 360,000; also: potency is read from the fitted curve at half-maximal effect; series mostly up to about 57 µM; % is scaled to controls: 0 for no effect and ±100 for the full control effect; nearly all actives have a fitted effect of over 65% in size
# PI5P4K alpha inh: PI5P4K alpha (human) kinase inhibition; hit rate 1.2% among 330,000; AID 652105; PI5P4Kalpha enzyme, ADP-Glo luminescence, 60 min; stronger effect = lower value; P48426; max response, %; active = max response of -50% or lower; inconclusive = between -30% and -50%; inactive = -30% or higher; also: value at the top dose of about 77 µM; % is scaled to controls: 0 for no effect and ±100 for the full control effect
#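 Quantitative HTS of the MLSMR library against PI5P4Kalpha with substrate. ATP added last at 5 microM final; room temperature, 60 minutes. Remaining ATP depleted, ADP converted and read as luminescence.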
# EPAC2 ag: EPAC2 (human) agonism; EPAC2 activation, biochemical qHTS; response scale: 100% = 6.5 mM cAMP response; Potency, µM (doses to about 154 µM), inactives show top-dose activation, usual class: activators; hit rate 0.079% among 360,000; AID 720711; also: potency is read from the fitted curve at half-maximal effect; nearly all actives have a fitted effect of over 50% in size
# Target sequence (Q8WZA2 whole entry, looked up): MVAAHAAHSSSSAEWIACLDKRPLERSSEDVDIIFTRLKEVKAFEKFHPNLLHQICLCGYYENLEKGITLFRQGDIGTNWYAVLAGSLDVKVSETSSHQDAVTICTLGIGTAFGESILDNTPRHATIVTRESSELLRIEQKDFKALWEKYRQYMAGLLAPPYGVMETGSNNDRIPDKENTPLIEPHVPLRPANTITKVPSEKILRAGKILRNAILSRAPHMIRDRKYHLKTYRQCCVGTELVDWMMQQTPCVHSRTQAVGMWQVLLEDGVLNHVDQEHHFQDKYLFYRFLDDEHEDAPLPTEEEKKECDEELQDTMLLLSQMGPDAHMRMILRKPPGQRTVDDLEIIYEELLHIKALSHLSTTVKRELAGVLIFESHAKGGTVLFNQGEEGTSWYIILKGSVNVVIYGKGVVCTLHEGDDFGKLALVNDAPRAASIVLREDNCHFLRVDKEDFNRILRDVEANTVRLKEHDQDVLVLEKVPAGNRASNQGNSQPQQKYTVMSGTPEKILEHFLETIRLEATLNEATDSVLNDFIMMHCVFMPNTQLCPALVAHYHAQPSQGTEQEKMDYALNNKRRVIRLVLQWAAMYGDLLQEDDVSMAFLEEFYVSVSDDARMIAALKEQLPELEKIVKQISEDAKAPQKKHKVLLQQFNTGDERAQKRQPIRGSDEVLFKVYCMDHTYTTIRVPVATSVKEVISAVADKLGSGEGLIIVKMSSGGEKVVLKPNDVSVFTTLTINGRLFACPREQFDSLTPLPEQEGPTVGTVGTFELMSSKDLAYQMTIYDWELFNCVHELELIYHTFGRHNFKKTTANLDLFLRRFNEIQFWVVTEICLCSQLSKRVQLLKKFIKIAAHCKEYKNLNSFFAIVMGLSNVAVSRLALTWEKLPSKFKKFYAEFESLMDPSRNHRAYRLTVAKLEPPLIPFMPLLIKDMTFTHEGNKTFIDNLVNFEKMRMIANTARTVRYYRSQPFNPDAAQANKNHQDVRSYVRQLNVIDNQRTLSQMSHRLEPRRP
#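 Readout is BODIPY fluorescence (480 nm excitation, 540 nm emission), which falls as labeled GDP is exchanged off Rap1B. EPAC2 at 100 nM acted on 250 nM RAP1B-BODIPY-GDP with 50 uM GDP present.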
# EPAC1 antagonist: EPAC1 (human) antagonism | EPAC1 GEF assay, Rap1b-BODIPY-GDP exchange fluorescence | hit rate 0.14% among 360,000 | Potency, µM (titrated, usually from 115 µM), for the others: at the highest dose activity change, negative = inhibition, hits mostly inhibitors | O95398;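 also: potency is read from the fitted curve at half-maximal effect; plate controls were vehicle for no effect and positive control for full effect; nearly all actives have a fitted effect of over 50% in size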
# IL-2 act: activators of IL-2; hit rate 0.065% among 360,000; IL-2 activation reporter assay, cell-based qHTS; stimulated with anti-CD3/CD4/CD28 beads; in transgenic mouse T cells; activation, % (series mostly up to about 46 µM); AID 652025; in the data active = activation above about 50%; inconclusive = mostly about 30% to 49%; also: 0% is about no effect
#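 Readout is EGFP and DsRed signal by fluorescent plate cytometry after 18 h at 37 degrees C. Transgenic mouse T cells (750/well) received compound for 60 min before bead stimulation (anti-CD3, anti-CD4, anti-CD28); memory T cells served as non-tolerant control.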
# WRN inhibitor: inhibitors of human WRN helicase | WRN helicase unwinding, fluorescent forked duplex, kinetic | hit rate 0.46% among 360,000 | Potency, µM (highest dose often 114 µM), for the others: top-dose activity change, negative = inhibition, actives largely listed as inhibitors | AID 651768; also: potency is read from the fitted curve at half-maximal effect; % is scaled to controls: 0 for no effect and ±100 for the full control effect; nearly all actives have a fitted effect of over 55% in size
#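 WRN at 20 nM final was preincubated with compound for 15 min at room temperature; reaction started with 100 nM forked duplex oligonucleotide carrying fluorophore and quencher plus 2 mM ATP (final). Unwinding followed kinetically by red fluorescence (ex 525/em 598 nm).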
# Numbers without * were called inactive; ? = inconclusive; . = no result given; [ ] = dose if it differs, or a comment. Unless noted, calls follow the shape of the dose curve; as a rule, active = well fitted curve in the direction sought with a large enough effect; inconclusive = small, poorly fitted or top-dose-only effect, or another doubt; inactive = no such curve, though single readings can be large; an effect the other way counts as inactive or inconclusive. These rows are one share of the data, so the mix of outcomes need not match the whole.
SMILES,EPAC1 ag,CCT modulator,PLK1 PBD block,PI5P4K alpha inh,EPAC2 ag,EPAC1 antagonist,IL-2 act,WRN inhibitor
COc1cccc(C(=O)Nc2cc3c(cc2N2CCOCC2)n(C)c(=O)n3C)c1,-2%,1.8,?,4,-1%,11%,-4.2,-17%
Cc1cc(O)c(-c2ccno2)cc1Cl,-8%,-1.4,4%,-4,-10%,13%,0.5,-15%
O=C(Nc1c(C(=O)N2CCOCC2)cnn1-c1ccccc1)c1ccccc1,1%,-1.9,0%,.,9%,0%,-1.5,-8%
Cn1c(=O)c2c(ncn2CC(=O)N/N=C/C=C\c2ccccc2[N+](=O)[O-])n(C)c1=O,4%,-0.3,2%,1,-5%,-2%,2.5,-1%
CCOC(=O)C1CCCN(C(=O)/C(=C/c2ccco2)NC(=O)c2ccccc2)C1 (configuration not stated),1%,0.2,-5%,5,4%,-1%,0.3,-19%
O=C(NC(=S)Nc1ccc(N2CCOCC2)cc1)c1ccc(Cl)cc1,-7%,1.7,2%,9,-9%,6%,-2.2,-3%
O=C(O)Cn1c2ccccc2c2ccccc21,5%,1.2,-6%,-1,11%,11%,0.1,0%
CCOC(=O)[C@]12CCC=C1N(CCC1=CCCCC1)C(=O)[C@H](CC(=O)NCc1cccc(C(F)(F)F)c1)C2,-11%,-1.5,-11%,12,-4%,-1%,0.6,-1%
CC(Oc1ccccc1Cl)c1nnc(N)s1 (configuration not stated),0%,0.3,-9%,-6,4%,-7%,1.3,-6%
COc1cc(OC)c(C=Cc2ccncn2)c(OC)c1,20%,1.7,-6%,0,4%,-15%,-1.6,-6%
CCOC(=O)CN1C(=O)CC(c2ccc([N+](=O)[O-])cc2)C1=O (configuration not stated),11%,-0.5,-20%,-3,12%,11%,0.1,2%
Cc1ccc(SCC(=O)NC(C)c2ccccc2)cc1 (configuration not stated),1%,1.8,-7%,0,1%,1%,0.0,0%
CCOC(=O)COn1c(=O)c(=O)n(O)c2ccccc21,0%,-4.4,-12%,0,2%,4%,0.5,-13%
Cc1ccc(C(=O)C2CCN(CC(=O)Nc3ccccc3C)CC2)cc1,0%,-2.1,2%,2,12%,1%,1.3,-5%
CNC(=S)N/N=C(\C)c1ccc(-n2ccnc2)cc1,10%,0.8,-13%,?,0%,5%,-2.5,-7%
Cc1cc(NC(=O)CSCC(=O)OCC(=O)c2ccc(Br)cc2)no1,0%,1.1,-11%,-1,-3%,8%,-1.8,4%
Cc1onc(-c2ccccc2)c1C(=O)N1CCCC(C(F)(F)F)C1 (configuration not stated),-6%,-1.1,0%,-8,-2%,-18%,-0.4,4%
COc1cc(-c2noc(CCCC(=O)Nc3ccc(C(N)=O)cc3)n2)cc(OC)c1OC,2%,-1.4,-3%,2,4%,-30%,-0.4,0%
C/C(CC(=O)Nc1ccc(N(C)C)cc1)=N\NC(=O)C(=O)NCc1ccccc1,3%,2.6,-12%,-3,-7%,2%,0.3,10%
CCOC(=O)c1c(NC(=O)C2CC(Cl)=CCC2C(=O)O)sc2c1CCCCC2 (configuration not stated),-2%,0.9,?,0,-9%,-21%,2.6,-19%
CC(=O)Nc1ccc(S(=O)(=O)N(C)c2ccc(OCC(=O)OCC(=O)N3CCCCC3)cc2)cc1,7%,0.9,-1%,-15,3%,-2%,0.0,1%
CC1(C)Cc2c(C#N)c(NCc3ccco3)nc(-c3ccco3)c2CO1,-8%,0.2,-22%,?,-19%,1%,0.0,-24%[57.1 µM]
O=C(CC1CCCC1)N1CCCC(Nc2cccc(F)c2)C1 (configuration not stated),-14%,-0.1,-8%,5,-8%,-9%,3.9,-8%
COc1ccccc1NC(=O)CSc1nc(C)c2c(c1C#N)CCCC2,6%,-1.0,-8%,2,-2%,-15%,-0.8,7%
O=C(N/N=C/c1cccc([N+](=O)[O-])c1)c1cc2c(ccc3ccccc32)o1,3%,-2.1,-28%,-27,-2%,16%,-0.1,-9%

# (more compounds)
SMILES,EPAC1 ag,CCT modulator,PLK1 PBD block,PI5P4K alpha inh,EPAC2 ag,EPAC1 antagonist,IL-2 act,WRN inhibitor
CCc1cc(=O)oc2cc(C)cc(OC(C)C(=O)NCCN3CCOCC3)c12 (configuration not stated),-2%,0.2,-9%,1,4%,-10%,-2.8,-3%
O=C(NCCCl)c1ccc(OCc2ccccc2)cc1Cl,-5%,-4.9,5%,0,-3%,7%,3.1,-1%
CCN(CC)c1ccc(NC(=S)NC(=O)c2ccco2)cc1,13%,-18,21µM*,6,2%,-4%,0.1,-15%
COc1cc(/C=C(/C#N)c2ccccc2)ccc1Oc1ccc([N+](=O)[O-])cn1,12%,-3.3,-12%,.,12%,-7%,-0.8,0%
Cc1ccc(C)c(SCC(=O)NCc2ccco2)c1,1%,-1.2,-9%,-7,-6%,6%,-1.9,1%
Cn1c(CSCc2ccc(Cl)cc2)n[nH]c1=S,-8%,0.7,-22%,1,1%,-15%,-0.5,-1%
O=C(COC(=O)C1=COCCO1)NC1CCCCCCC1,-8%,-0.9,-17%,-1,6%,4%,-1.9,-1%
CCC1(c2ccc(Cl)cc2)NC(=O)N(CC(=O)NCc2ccc(F)cc2)C1=O (configuration not stated),3%,-0.5,0%,2,1%,-10%,-0.2,7%
CN1CCN(C(=O)/C(=C/c2ccccc2F)NC(=O)c2ccccc2)CC1,7%,-1.8,-14%,8,10%,-6%,-0.9,3%
CCOc1ccc(-n2ccnc2SCC(=O)NCc2ccc3c(c2)OCO3)cc1,9%,-3.3,-14%,3,13%,-20%,0.8,-32%
Cc1cc(C)n2ncc(C(=O)Nc3ccc4c(c3)OCO4)c2n1,-3%,-1.1,-5%,-16,3%,10%,0.2,0%
COc1cccc(N(C(C)=O)c2nc(C)cc(C)c2C#N)c1,5%,-1.1,-10%,-3,11%,1%,-2.5,-9%
CC(Oc1ccccc1)C(=O)Nc1ccc(S(=O)(=O)NCC2CCCO2)cc1 (configuration not stated),2%,0.3,-7%,.,-2%,8%,-3.0,2%
Cc1ccc(S(=O)(=O)Nc2ccc(NC(=O)/C=C/C(=O)O)cc2)cc1,-2%,-0.3,-12%,-10,4%,-2%,-2.3,-5%
CN(Cc1c(F)cccc1Cl)C(=O)c1cccc(S(=O)(=O)N2CCN(Cc3ccccc3)CC2)c1,5%,2.6,5%,3,5%,10%,-0.3,-10%
CN(C(=O)C1CCC(=O)N(Cc2ccccc2F)C1)C1CCOCC1 (configuration not stated),-3%,-0.6,7%,-7,1%,0%,-1.5,-6%
CC(C)n1cc(CN2CCCC(C(=O)Nc3cccc(-c4cc5ccccc5[nH]4)c3)C2)cn1 (configuration not stated),-7%,-2.0,-8%,-2,17%,-28%,-6.4,1%
CS(=O)(=O)N1CCc2cc(-c3csc(NC(=O)Cc4ccccc4)n3)ccc21,10%,1.7,-4%,.,3%,-3%,-0.7,-10%
Nc1sc2c(c1C(=O)NC1CCS(=O)(=O)C1)CCCC2 (configuration not stated),9%,-1.4,27µM*,?,10%,-4%,-2.8,3%
COc1ccc(OC)c(S(=O)(=O)N(C)CC(=O)N2CCN(c3ccc(F)cc3)CC2)c1,5%,-0.3,-8%,.,7%,-2%,-1.3,-16%
O=C(O)Cn1nc(-c2ccccc2)c2ccccc2c1=O,2%,-2.8,-8%,.,10%,5%,-3.3,7%

# Grouped by structure: the compounds so far with a COOH group.
SMILES,EPAC1 ag,CCT modulator,PLK1 PBD block,PI5P4K alpha inh,EPAC2 ag,EPAC1 antagonist,IL-2 act,WRN inhibitor
O=C(O)Cn1c2ccccc2c2ccccc21,5%,1.2,-6%,-1,11%,11%,0.1,0%
CCOC(=O)c1c(NC(=O)C2CC(Cl)=CCC2C(=O)O)sc2c1CCCCC2 (configuration not stated),-2%,0.9,?,0,-9%,-21%,2.6,-19%
Cc1ccc(S(=O)(=O)Nc2ccc(NC(=O)/C=C/C(=O)O)cc2)cc1,-2%,-0.3,-12%,-10,4%,-2%,-2.3,-5%
O=C(O)Cn1nc(-c2ccccc2)c2ccccc2c1=O,2%,-2.8,-8%,.,10%,5%,-3.3,7%

# In the list so far, 4 have a cyano group:
SMILES,EPAC1 ag,CCT modulator,PLK1 PBD block,PI5P4K alpha inh,EPAC2 ag,EPAC1 antagonist,IL-2 act,WRN inhibitor
CC1(C)Cc2c(C#N)c(NCc3ccco3)nc(-c3ccco3)c2CO1,-8%,0.2,-22%,?,-19%,1%,0.0,-24%[57.1 µM]
COc1ccccc1NC(=O)CSc1nc(C)c2c(c1C#N)CCCC2,6%,-1.0,-8%,2,-2%,-15%,-0.8,7%
COc1cc(/C=C(/C#N)c2ccccc2)ccc1Oc1ccc([N+](=O)[O-])cn1,12%,-3.3,-12%,.,12%,-7%,-0.8,0%
COc1cccc(N(C(C)=O)c2nc(C)cc(C)c2C#N)c1,5%,-1.1,-10%,-3,11%,1%,-2.5,-9%

# Compound activity deposited in PubChem BioAssay by National Center for Advancing Translational Sciences (NCATS).
